Source: PubChem
IDE inh: inhibitors of human insulin-degrading enzyme in cells. AID 434962. P14735. actives 0.41% (n = 320,000). inhibition, % at 5.59 µM. HEK cells, FAbetaB cleavage, fluorescence polarization;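 active means percent inhibition above the average of all tested compounds plus 3 SD, set per screening campaign, cut at about 16% in these data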;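 further: IDE supplied by intact live HEK cells; FP after avidin binding of uncleaved biotin substrate so inhibition keeps polarization high; 0% = DMSO wells and 100% = 60 µM reference IDE inhibitor Ii1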
Target sequence (P14735 whole entry, looked up): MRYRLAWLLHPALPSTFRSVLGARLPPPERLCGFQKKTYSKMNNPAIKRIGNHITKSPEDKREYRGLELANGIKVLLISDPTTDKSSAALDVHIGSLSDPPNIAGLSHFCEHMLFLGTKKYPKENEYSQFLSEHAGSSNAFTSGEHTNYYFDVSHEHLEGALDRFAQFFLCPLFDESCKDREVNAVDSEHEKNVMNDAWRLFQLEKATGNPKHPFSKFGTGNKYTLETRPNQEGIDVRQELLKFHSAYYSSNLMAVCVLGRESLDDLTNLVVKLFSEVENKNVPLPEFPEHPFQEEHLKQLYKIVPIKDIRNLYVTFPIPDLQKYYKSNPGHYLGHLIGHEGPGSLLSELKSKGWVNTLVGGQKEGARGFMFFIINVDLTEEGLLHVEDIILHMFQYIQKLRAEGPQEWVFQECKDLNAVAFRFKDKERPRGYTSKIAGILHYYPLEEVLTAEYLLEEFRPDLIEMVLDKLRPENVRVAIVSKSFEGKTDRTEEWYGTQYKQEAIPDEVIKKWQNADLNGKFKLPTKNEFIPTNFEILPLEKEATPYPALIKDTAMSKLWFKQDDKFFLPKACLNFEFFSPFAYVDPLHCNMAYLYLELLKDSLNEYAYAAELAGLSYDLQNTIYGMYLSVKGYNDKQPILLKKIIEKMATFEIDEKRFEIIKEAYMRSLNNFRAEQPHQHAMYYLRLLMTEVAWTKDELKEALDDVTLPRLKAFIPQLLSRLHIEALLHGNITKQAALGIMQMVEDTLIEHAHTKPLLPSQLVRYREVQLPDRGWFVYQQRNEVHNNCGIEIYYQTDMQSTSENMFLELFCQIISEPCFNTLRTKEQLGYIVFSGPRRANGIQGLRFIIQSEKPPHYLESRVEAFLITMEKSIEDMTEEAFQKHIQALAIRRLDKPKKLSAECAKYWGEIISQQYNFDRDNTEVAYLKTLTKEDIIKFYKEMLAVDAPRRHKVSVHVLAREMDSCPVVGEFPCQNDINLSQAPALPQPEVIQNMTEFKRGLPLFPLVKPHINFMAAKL
M5 PAM: CHRM5 positive allosteric modulation; P08912; CHO-K1 hM5, Fluo-8 calcium, ACh EC20 PAM; 0% = ACh EC20, 100% = ACh EC100; activation, % at 3 µM; actives 0.3% (n = 360,000);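 active means activation above the run cutoff, the mean activation of all test compounds plus 3 SD, cut at about 18% in these data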
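Measured by: Fluo-8 calcium fluorescence; material: human M5 receptor in CHO-K1 cells; schedule: Post-acetylcholine fluorescence recording 140 s; benchmarks: low control EC20 acetylcholine (0%), high control EC100 acetylcholine (100%); read-out: Max/basal fluorescence ratio as % of EC20–EC100 ACh window; compound: single dose, 3 µM nominal final test concentration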
CHRM5 antagonist: CHRM5 antagonism in calcium assay; P08912; CHO-hM5 cells, Fluo-8 calcium fluorescence, ACh EC80; inhibition, % at 3 µM; actives 0.59% (n = 360,000); AID 624040;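 active means inhibition above a per-plate cutoff, the mean of that plate's test compounds plus 3 SD, cut at about 27% in these data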;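 further: 0% = acetylcholine EC80 with DMSO and 100% = DMSO without agonist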
CRFR2-BP ag: CRF-BP/CRF-R2 complex agonism | activation, % at 13.2 µM | actives 0.46% (n = 350,000) | HEK293 CRF-R2/CRF-BP, calcium dye fluorescence (FLIPR); percent of saturating CRF peptide response | AID 588473;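 active means activation of at least 50%, plus an integration ratio under a set limit after plate pattern correction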;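 further: plate controls were neutral control wells without compound for no effect and CRF at EC100 for full effect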
CRFBP-R2 block: CRF-BP/CRF-R2 complex antagonism. actives 0.59% (n = 350,000). inhibition, % at 11.8 µM. AID 588475. HEK293 CRF-R2/CRF-BP, CRF-induced calcium fluorescence;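 active means inhibition of the ligand-induced calcium signal above about 50% at the single tested concentration, limit read from the data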
M5 ag: CHRM5 agonism in calcium assay | CHO-K1 hM5 cells, Fluo-8 calcium fluorescence; 0% DMSO wells, 100% maximal acetylcholine response | P08912 | activation, % at 3 µM | actives 0.19% (n = 360,000) | AID 624037;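 active means activation above the run's mean over test compounds plus 3 SD, cut at about 23% in these data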;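 further: signal is peak over basal fluorescence ratio across the kinetic read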
CHRM4 antagonist: CHRM4 antagonism in calcium assay; inhibition, % at 3 µM; actives 0.73% (n = 360,000); CHO-hM4 cells, ACh EC80, Fluo-8 calcium fluorescence; P08173;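 active means inhibition above its plate's cutoff, the mean inhibition of sample wells plus 3 SD, cut at about 27% in these data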;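 further: 0% = acetylcholine EC80 with DMSO and 100% = DMSO without agonist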
CHRM4 agonist: CHRM4 agonism in calcium assay; activation, % at 3 µM; actives 0.14% (n = 360,000); CHO-K1 hM4/Gqi5, Fluo-8 calcium fluorescence; vehicle 0%, full acetylcholine response 100%; AID 624127; P08173;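 active means activation above the run mean over all test wells plus 3 SD, cut at about 32% in these data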;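 further: peak over basal fluorescence ratio per well then scaled between controls; 0% = DMSO wells and 100% = acetylcholine at EC100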
M4 PAM: positive allosteric modulators of human muscarinic M4 receptor; P08173; CHO-K1 hM4/Gqi5, Fluo-8 calcium fluorescence, ACh EC20; 0% = ACh EC20, 100% = maximal ACh; activation, % at 3 µM; actives 0.4% (n = 360,000); AID 624126;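 active means activation above its plate's cutoff, the mean activation of sample wells plus 3 SD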; further: some results filed as inactive read as strong as hits
Active calls of the source: *; · = not tested or not shown.

Molecule	IDE inh	M5 PAM	CHRM5 antagonist	CRFR2-BP ag	CRFBP-R2 block	M5 ag	CHRM4 antagonist	CHRM4 agonist	M4 PAM
CCSc1nc2ccccc2n1C(=O)/C=C\c1ccc(OC)c(OC)c1	-4	-2	-3	0.6	3	-1	-2	0	3
COc1cc(-c2noc(CCC(=O)Nc3cccnc3)n2)cc(OC)c1OC	0	-4	8	0.2	0	1	-6	3	-2
CCCc1cc(=O)oc2cc(Oc3ncccn3)ccc12	-2	1	-2	-0.9	5	-1	2	0	0
CCC(=O)Oc1ccc(C(=O)Nc2ccc3c(c2)C(=O)N(C2CCCCC2)C3=O)cc1	3	-10	23	4.4	17	0	-1	1	3
O=C(N/N=C\C1CC=CCC1)c1ccc(Br)o1 (configuration not stated)	-2	3	-9	-0.6	10	-3	-3	1	1
O=C(CN1C(=O)NC2(CCCCCC2)C1=O)c1ccc2c(c1)OCCO2	0	-19	12	1.0	-25	3	7	10	-4
COc1ccc(N2C(=O)CSC2c2cccc(OC)c2OC)cc1 (configuration not stated)	-2	-13	4	-1.9	-10	-7	16	1	-10
CSc1nc(C)c2c(n1)N(c1ccc(O)cc1)CC2	0	6	-6	-2.6	10	2	-5	1	11
CCCOc1ccc(C(=O)NCC(c2ccco2)N(C)C)cc1 (configuration not stated)	1	-8	4	-1.4	0	-8	6	1	-3
CCCCn1c(N)c(N(CCOC)C(=O)c2ccc(C)c(S(=O)(=O)N3CCOCC3)c2)c(=O)[nH]c1=O	5	-2	9	-2.4	5	0	6	2	-3
O=C(Nc1ccc(F)c(Cl)c1)c1csc(COCCO)n1	·	-4	0	·	·	1	-5	2	1
CCc1c(C)sc(NC(=O)c2cc(CC(C)C)on2)c1C#N	-1	3	2	2.2	2	-1	-1	2	4
COc1ccccc1Nc1nc(N)nc(CN2CCC(C)CC2)n1	-4	0	4	7.5	-13	0	-3	2	2
Cn1c2c(c(=O)n(C)c1=O)C1(C(=O)Nc3ccccc31)C(C#N)=C(N)O2 (configuration not stated)	5	-3	-8	-0.9	1	-1	-12	2	18
O=C(CNC(=O)c1ccccc1F)NCCc1ccc(Cl)cc1Cl	3	-3	7	-0.6	-3	-2	0	1	1
Cc1cc(C)nc(N2CCC(CNC(=O)CCc3ccccc3)CC2)n1	1	-12	15	-1.8	6	-3	8	2	-7
Cc1ccc(N2CC(C(=O)N/N=C/c3c(F)cccc3Cl)CC2=O)cc1 (configuration not stated)	2	-7	24	-0.9	1	-6	-3	-1	0
CCOC(=O)C1CCCN(CC(O)COc2ccc(OC)cc2C(C)(C)C)C1 (configuration not stated)	4	-5	1	0.7	21	14	5	0	0
CCc1ccc(N(C(=O)c2ccco2)C(C(=O)NC2CCCC2)c2ccncc2)cc1 (configuration not stated)	1	0	3	0.2	-10	1	4	-2	-5
O=C1CC2(CCCC2)C(=O)N1CN1CCN(S(=O)(=O)c2ccc(Cl)c(Cl)c2)CC1	-5	-8	10	0.3	2	-5	0	2	-1
CN1CCN(C(=O)Nc2ccccc2CC[N+](=O)[O-])CC1	-4	5	-1	2.8	-20	-2	1	1	6
C=CCn1c(CCNC(=O)c2ccc(Cl)c(Cl)c2)nnc1SCCOc1ccc(OC)cc1	-1	-9	9	-0.4	-28	3	-5	9	-4
O=C(CN1CCOCC1)Nc1ccc(Br)cn1	2	1	3	-1.6	6	1	4	0	2
COc1ccc(CCNC(=O)c2cc(-c3cc(C)ccc3O)n[nH]2)cc1OC	-4	-13	-2	0.7	45	2	-3	13	-1
CCN(CC)S(=O)(=O)c1ccc(S(=O)(=O)NCC2CCCO2)cc1 (configuration not stated)	-1	-5	9	0.1	9	1	-3	1	1
O=S(=O)(O)c1cc(O)c2ccc(Nc3ccccc3)cc2c1	·	-6	10	-6.2	0	3	-1	7	-1
O=[N+]([O-])c1ccc(COc2ccccc2/C=N/O)cc1	-6	-8	12	-3.3	9	-5	5	3	-10
CCn1ccnc1CN1CCN(CC(C)C)C(CCO)C1 (configuration not stated)	2	1	4	3.5	-10	5	-1	0	-1
O=C(NCc1ccccc1)c1cc(C2COCCN2C(=O)c2ccc3c(c2)CCO3)on1 (configuration not stated)	·	-3	-4	·	·	-1	-1	2	7
Clc1ccc(Cn2ncc3c(NCc4ccccc4)ncnc32)cc1	0	-3	-2	8.3	-30	6	-9	6	-6

Continued; the last 2 above are carried over.
Molecule	IDE inh	M5 PAM	CHRM5 antagonist	CRFR2-BP ag	CRFBP-R2 block	M5 ag	CHRM4 antagonist	CHRM4 agonist	M4 PAM
O=C(NCc1ccccc1)c1cc(C2COCCN2C(=O)c2ccc3c(c2)CCO3)on1 (configuration not stated)	·	-3	-4	·	·	-1	-1	2	7
Clc1ccc(Cn2ncc3c(NCc4ccccc4)ncnc32)cc1	0	-3	-2	8.3	-30	6	-9	6	-6
O=C(CNC(=O)C1CCCCC1)NC1CCCCC1	2	4	5	-2.3	13	-1	5	-1	1
CCN(CC)C(=O)C1=C(C)N(CCCN2CCCC2=O)C(=O)C(CC(=O)NCCCN(C)C)C1 (configuration not stated)	·	-2	1	-0.9	14	2	-13	1	9
Cc1ccc(NC(=O)COC(=O)[C@@H]2CCCN2C(=O)c2cccs2)cc1S(=O)(=O)N(C)C	-2	-1	6	-3.6	4	0	2	0	-4
COC(=O)c1ccc(NC(=O)c2c(C(=O)Nc3ccccc3)sc3nc(C)cc(=O)n23)cc1	0	2	4	0.4	-5	-1	0	1	-5
O=C1COc2ccc(S(=O)(=O)CCC(=O)N3CCN(c4cccc(C(F)(F)F)c4)CC3)cc2N1	-3	-16	23	0.4	-24	3	9	22	-1
c1ccc2nc3c(nc2c1)[nH]c1ccccc13	2	-1	-6	-0.7	-7	-7	2	1	3
COc1ccc(C(=O)Sc2ccc(C)cc2)cc1OC	5	3	-9	0.0	9	-4	11	-1	7
CC[N+](C)(CC)CC(O)COCC1COc2ccccc2O1 (configuration not stated)	4	-5	7	-0.3	-22	0	0	1	2
CC(C)NC(=O)c1ccccc1NC(=O)CN(c1ccc2c(c1)OCO2)S(C)(=O)=O	0	1	-7	-0.5	12	2	-6	-1	2
CNC(=O)/C(C#N)=C/c1ccc(-c2nc3ccccc3s2)o1	-3	2	8	38	-48	-4	-1	0	4
Nc1nc(-c2ccc(Br)s2)c(Br)s1	6	3	2	1.3	29	-7	1	-1	1
COc1ccc(/C=C(\C#N)C(=O)OCC(=O)NCc2ccco2)cc1	-4	3	4	-2.2	2	0	8	2	-3
COc1ccc(CN2CCN(Cc3ccccc3F)CC2)cc1OC	-8	1	3	-1.1	13	-4	2	0	-1
Cc1ccc2[nH]c(=O)c3cc(C(=O)N(C)c4ccc(C)c(C)c4)sc3c2c1	2	4	4	0.6	1	-4	1	0	-6
COc1ccc(CN2CCNC(=O)C2CC(=O)NCc2cnn(C)c2)cc1OC (configuration not stated)	7	0	-9	2.2	-8	-3	-5	1	12
Nc1ccn(CC(=O)N2CCN(c3ccccn3)CC2)c(=O)n1	-4	19*	-11	1.0	-16	1	1	-1	9
COC(=O)c1cccc(-n2cnnn2)c1	-1	5	-4	1.0	-6	-1	-1	1	10
COc1cc(-c2cc(C(=O)N3CCN(c4ccccn4)CC3)c3ccccc3n2)cc(OC)c1OC	10	-12	17	0.7	0	0	20	8	-7
CCOC(=O)N1CCN(c2c(NCc3ccccn3)c(=O)c2=O)CC1	-2	3	-7	2.7	-19	1	-9	0	3
CCOC(=O)C1=C(C)OC(N)=C(C#N)C1c1ccsc1 (configuration not stated)	2	-5	-3	-0.4	6	1	-12	-2	-2
FC(F)(F)c1ccc(Oc2ccc3cc(Br)ccc3c2)nc1	-1	-4	-4	0.8	-25	2	-3	1	3
COc1cccc(CC(=O)NC2CCCN(Cc3ccccc3F)C2)c1 (configuration not stated)	0	4	4	0.0	5	-12	-14	0	1
CC(C)(Oc1ccc(Cl)cc1)C(=O)O/N=C(\N)c1ccncc1	4	-2	10	-0.3	9	-4	-15	-1	-4
O=C(CN(Cc1ccc(F)cc1)C(=O)CCC(=O)Nc1ccccn1)NCc1ccc(F)cc1	-1	0	3	1.3	2	-3	-3	6	-3
O=C(NCC1CCCO1)C1CC(=O)N(c2ccc(F)c(Cl)c2)C1 (configuration not stated)	3	-3	5	2.3	18	1	-5	0	-1
COc1ccc(OC2(C)CCN(Cc3ccccc3OC(F)F)C2)cc1 (configuration not stated)	·	-6	0	·	·	-1	-7	0	0
CCOC(=O)[C@]12CCCC=C1N(Cc1cccc3ccccc13)C(=O)[C@H](CC(=O)N1CCN(C(=O)c3ccco3)CC1)C2	·	0	0	·	·	3	-1	14	-5
O=C(CC1Sc2ccccc2NC1=O)OC(C(=O)NCCc1ccccc1)c1cccnc1 (configuration not stated)	11	-12	11	0.2	-14	1	-7	15	0
Cc1ccc2c(c1)N(CC(=O)N1CCN(c3ccccc3)CC1)C(=O)C(C)O2 (configuration not stated)	1	-3	3	0.9	8	0	6	3	-2
COc1cc(OC)cc(C(=O)NCC(=O)OCC(=O)Nc2ccc(C)c(S(=O)(=O)N3CCOCC3)c2)c1	·	1	-2	0.1	-24	-1	-2	8	5

Look-ups from the list:
c1ccc2nc3c(nc2c1)[nH]c1ccccc13 @ CHRM4 antagonist: 2
COc1cc(-c2cc(C(=O)N3CCN(c4ccccn4)CC3)c3ccccc3n2)cc(OC)c1OC @ M5 ag: 0
CCN(CC)C(=O)C1=C(C)N(CCCN2CCCC2=O)C(=O)C(CC(=O)NCCCN(C)C)C1 (configuration not stated) @ M5 PAM: -2
